FBW7 activator = FBW7 E3 ligase activators, primary screen, biochemical, AlphaScreen, human | AlphaScreen FBW7–phospho-cyclin E peptide binding, activator screen | normalized activity (activation), % at 26.1 µM | actives 0.13% (n = 650,000) | AID 1259310, 2017; in the data active = normalized activity above about 1.9%;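 also: purified mutant Fbw7 with reduced substrate affinity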
MITF primary = MITF inhibitors, primary screen, biochemical, AlphaScreen, human; inhibition, % at 2.6 µM; AlphaScreen MITF homodimerization, bead proximity signal; Microphthalmia-associated transcription factor (Homo sapiens), O75030; actives 0.91% (n = 650,000); in the data active = inhibition above about 50%;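 also: 0% = vehicle wells with protein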
Target sequence (O75030 whole entry, looked up): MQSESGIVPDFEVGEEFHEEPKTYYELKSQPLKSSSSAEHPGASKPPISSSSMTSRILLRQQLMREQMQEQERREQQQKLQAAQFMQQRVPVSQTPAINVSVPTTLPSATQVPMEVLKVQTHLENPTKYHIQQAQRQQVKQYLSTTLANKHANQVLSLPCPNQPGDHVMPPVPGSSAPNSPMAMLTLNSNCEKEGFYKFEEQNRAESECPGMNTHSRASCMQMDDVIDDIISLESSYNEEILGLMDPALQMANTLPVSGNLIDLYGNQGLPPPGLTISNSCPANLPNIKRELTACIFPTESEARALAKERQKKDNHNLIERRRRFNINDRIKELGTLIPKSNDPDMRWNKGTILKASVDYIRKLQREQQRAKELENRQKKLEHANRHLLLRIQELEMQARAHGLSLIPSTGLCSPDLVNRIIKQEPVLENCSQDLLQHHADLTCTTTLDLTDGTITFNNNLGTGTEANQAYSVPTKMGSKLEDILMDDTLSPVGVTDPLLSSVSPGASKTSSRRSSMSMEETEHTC
GPR151 ag = activators of human GPR151, primary screen, cell-based, PathHunter beta-arrestin, luminescence. G-protein coupled receptor 151 (Homo sapiens), Q8TDV0. PathHunter beta-arrestin GPR151 cells. activation, % at 11.2 µM. actives 1% (n = 650,000). AID 1508602, 2020; in the data active = activation above about 4.9%;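 also: 0% = median of compound wells and 100% = cells with positive control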
Target sequence (Q8TDV0 whole entry, looked up): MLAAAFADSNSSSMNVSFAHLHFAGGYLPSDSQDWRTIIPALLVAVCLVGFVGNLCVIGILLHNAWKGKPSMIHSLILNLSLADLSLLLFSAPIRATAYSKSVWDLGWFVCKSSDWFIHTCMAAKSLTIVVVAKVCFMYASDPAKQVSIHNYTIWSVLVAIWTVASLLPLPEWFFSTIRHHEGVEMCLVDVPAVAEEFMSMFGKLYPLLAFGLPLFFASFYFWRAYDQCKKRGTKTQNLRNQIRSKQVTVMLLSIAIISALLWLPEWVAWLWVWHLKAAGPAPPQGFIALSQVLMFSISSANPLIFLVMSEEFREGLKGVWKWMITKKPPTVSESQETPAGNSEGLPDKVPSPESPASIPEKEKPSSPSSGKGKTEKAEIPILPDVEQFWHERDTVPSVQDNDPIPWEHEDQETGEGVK
TEAD-YAP block = TEAD-YAP interaction inhibition, primary screen, TEAD-YAP interaction inhibitor project, luminescence, HEK-TIYL cells; AID 1259422, 2018; inhibition, % at 9.12 µM; actives 1.4% (n = 640,000); TEAD-Gal4/YAP UAS-luciferase luminescence; in the data active = inhibition above about 32%;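 also: 0% = median of test compound wells and 100% = reference inhibitor wells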
* = called active by the depositor.

Order of values: FBW7 activator	MITF primary	GPR151 ag	TEAD-YAP block
> O=C(Nc1ncc(-c2ccccc2)s1)c1cc(=O)c2ccccc2o1
    1.2	8	-0.9	-51
> COc1ccc(C(=O)Nc2cc(C(=O)Nc3ccc(OC(F)(F)F)cc3)ccc2N2CC3CC(C2)c2cccc(=O)n2C3)cc1 (stereo unspecified)
    0.1	-1	-0.1	5
> Cc1ccc(S(=O)(=O)/N=C(\c2ccccc2)N2CCOCC2)c(C)c1
    0.0	-19	1.0	-2
> O=C(N/N=C/c1cc([N+](=O)[O-])ccc1O)c1ccc([N+](=O)[O-])cc1
    0.1	12	0.1	-4
> O=C(Nc1nnc(-c2ccccc2)o1)c1ccc(Cl)c(Cl)c1
    -0.1	3	-0.1	-5
> Cc1cc(C)n(C(=O)COc2ccc(Cl)c(C)c2)n1
    0.6	15	0.2	-7
> COCCn1c(=S)[nH]c2cc(C(=O)N3CCN(c4ccccc4OC)CC3)ccc2c1=O
    0.5	0	-1.2	0
> CCOC(=O)C1=C(C)N=c2s/c(=C\c3ccc(OC)cc3)c(=O)n2C1c1ccccc1OC (stereo unspecified)
    -0.1	3	-0.3	-5
> CCC(=O)Oc1ccc(NC(=O)CSCc2ccccc2)cc1
    -0.4	8	3.4	-61
> COc1ccc(-n2nc(C(=O)NCC(=O)Nc3nc4ccccc4s3)c3ccccc3c2=O)c(OC)c1
    -0.1	12	-1.6	8
> NC(=O)c1ccc(-c2nccc(NCCOc3ccccc3)n2)cc1
    -0.2	-8	2.5	-23
> O=S(=O)(NCCSCc1ccco1)c1ccc(Cl)cc1
    0.2	7	-0.9	6
> O=C(NCc1ccco1)c1ccc(S(=O)(=O)c2ccccc2)cc1
    -0.1	6	0.2	3
> CCC(SC1=Nc2ccccc2C2=NC(C(C)C)C(=O)N12)C(=O)Nc1ccccc1OC (stereo unspecified)
    -0.3	-8	-1.6	-2
> O=C1CC(N2CCN(Cc3ccccc3)CC2)C(=O)N1c1cccc(Br)c1 (stereo unspecified)
    0.0	4	-1.4	1
> COc1ccc(C(=O)Oc2ccc(C=C3C(=O)NC(=O)NC3=O)cc2)cc1
    -0.1	4	-0.4	10
> CCN(CC)C(=O)[C@@H]1C[C@H](NCc2cccc(C(F)(F)F)c2)CN1Cc1ccncc1
    0.2	4	-0.4	0
> CCCCCC(=O)Nc1ncc2c(n1)CC(c1ccc(OC)c(OC)c1)CC2=O (stereo unspecified)
    0.1	5	-0.6	-2
> Cc1cccc(C)c1OCC(=O)Nc1ccc(O)cc1C(=O)O
    -0.1	5	-1.0	8
> Cc1c(C(=O)Nc2ccc(Oc3ccc(Cl)cc3)cc2)sc2ncnc(N3CCCCC3)c12
    -0.1	-7	1.2	0
> CCCCc1ccc(NC(=O)CN2C(=O)CSC(C)C2=O)cc1 (stereo unspecified)
    0.1	-1	0.5	21
> COc1cc(OC)cc(-c2nc(-c3ccc(Br)cc3)c(-c3ccc(Br)cc3)[nH]2)c1
    0.1	1	0.4	0
> CC(C)NC(=O)COC(=O)/C=C/c1ccco1
    0.8	33	2.5	2
> CS(=O)(=O)c1ccc(CCN2CCc3nc4ncccc4cc3C2)cc1
    0.4	16	0.3	2
> COc1ccc(/C=C/C2=CCN(C)CC2)cc1Cn1cccn1
    -0.1	-4	-0.7	-4
> O=C(CCCl)NCC1(c2ccccc2)CCCC1
    -0.1	-20	0.2	2
> O=C(Nc1nnc(SCC(=O)N2CCc3ccccc32)s1)c1cccc(Cl)c1
    -0.1	-3	3.6	-6
> Cc1ccc(C)c(-n2nnc(-c3nc(-c4ccc5c(c4)OCO5)no3)c2N)c1
    0.2	6	-1.0	-14
> COc1cc(/C=C2/SC(=Nc3ccccc3)N(Cc3ccccc3)C2=O)ccc1O
    -0.1	3	2.8	1
> COc1ccc(-c2nc(CS(=O)(=O)CC(=O)Nc3cccc(C(C)=O)c3)c(C)o2)cc1
    -0.2	3	1.0	-2
> Cc1cccc(C)c1N1C(=O)CN(C(C)C)C1=S
    0.1	13	-0.3	1
> Cn1c(N)c(C(=O)COC(=O)c2ccco2)c(=O)n(C)c1=O
    0.0	9	-1.3	-1
> CCC(C)C(NS(=O)(=O)c1cccc(C(F)(F)F)c1)C(N)=O (stereo unspecified)
    0.4	6	1.3	2
> CS(=O)(=O)c1nsc2nc(=O)c(C=C3C=CC(=O)C=C3)c(N)n12
    -0.2	0	0.3	-5
> CS(=O)(=O)c1ccc(NCCCN2CCOCC2)c(F)c1
    0.1	-1	-0.8	1
> Cc1nn(C)c(C)c1CCC(=O)NCc1cc(-c2ccco2)on1
    -0.5	-9	-0.8	2
> CC(C)(C)c1cc(CCC(=O)NCCOC(=O)CCc2cc(C(C)(C)C)c(O)c(C(C)(C)C)c2)cc(C(C)(C)C)c1O
    0.0	-3	2.2	6
> COc1ccc(CNc2ccnc3c(-c4ccccc4N(C)C)cnn23)cc1
    -0.1	-22	-0.5	-14
> CCCc1ccc(OCC(=O)NNC(=O)c2cc3ccccc3o2)cc1
    0.1	7	0.6	5
> CCOC(=O)c1c(NC(=O)c2cc3n(n2)C(C(F)(F)F)CC(c2ccco2)N3)sc2c1CCCCC2 (stereo unspecified)
    0.0	-5	0.9	-4
> Cc1ccc(-n2c(=S)sc3c(=O)n(-c4ccccc4)c(=S)[nH]c32)cc1C
    0.0	3	-0.3	-7
> CCOc1cccc(C2CC(c3ccc4c(c3)OCO4)=NC(c3ccc(C(F)(F)F)cc3)N2)c1O (stereo unspecified)
    -0.5	-23	0.1	-77
> CCCNC(=O)c1ccc(NCC2CCCO2)c([N+](=O)[O-])c1 (stereo unspecified)
    -0.1	-13	0.6	-9
> CCN1CCN(C(c2cccs2)C(C)NC(=O)Cc2cccs2)CC1 (stereo unspecified)
    0.6	16	-1.8	-25
> CCn1c2ccccc2c2cc(NC(=O)COC(=O)C3CCC(=O)N3)ccc21 (stereo unspecified)
    0.0	14	0.1	5
> COc1ccc(OC)c(CN2C(=O)CCC2(C)C(=O)NC2CCCCCCC2)c1 (stereo unspecified)
    0.3	10	-2.0	10
> CC1CC(C)CN(S(=O)(=O)c2ccc(C(=O)Nc3nc4ccccc4s3)cc2)C1 (stereo unspecified)
    0.0	-1	1.3	4
> C=CCNc1c2c(nc3nc4ccccc4n13)CCC2
    -0.3	4	2.0	5
> O=C(NC1=NCCS1)NC(c1ccccc1)c1ccccc1
    1.0	5	-0.1	-17
> CCCCCc1ccc(OCCOCCn2c[n+](C)c3ccccc32)c(CCCCC)c1
    -0.2	-1	4.9*	52*
> CCCOC(=O)c1ccc(Nc2nc3ccccc3nc2NS(=O)(=O)c2ccc(Cl)cc2)cc1
    0.5	47	-0.2	-12
> O=C(CNCc1ccccc1Cl)Nc1ccccc1N1CCOCC1
    -0.1	62*	-0.2	-2
> COc1ccc(NC(=O)COc2ccc(Br)c(C)c2)c(OC)c1
    -0.1	9	2.9	4
> CN(C)CCN1CCN(c2nc(-c3cccc(C(=O)NCCO)c3)cnc2N)CC1
    0.1	13	0.6	-4
> COc1ccc(C(=O)N/C(=C\c2ccc(Cl)cc2)C(=O)NCc2ccncc2)cc1
    -0.1	-15	-0.2	11
> COc1cc(/C=C2/SC(=Nc3ccc(O)cc3)NC2=O)cc(OC)c1O
    -0.1	3	-0.6	6
> COc1ccc(OC)c(C2C(C#N)=C(N)Oc3c2c(=O)[nH]c2ccccc32)c1 (stereo unspecified)
    0.2	1	0.3	-5
> Cc1cc2c(c(=O)n1CCN(C)C)C(c1ccccc1Br)C(C#N)=C(N)O2 (stereo unspecified)
    0.1	14	-0.2	4
> Cc1ccc(CNc2ncnc3c2c(-c2ccccc2)cn3-c2ccccc2)cc1
    0.0	-2	-1.5	-3
> C=CCNC(=O)/C(=C/c1ccc(-c2ccc([N+](=O)[O-])cc2)o1)NC(=O)c1ccccc1
    0.1	-8	-1.6	11

Part of the list above, in CSV form:
SMILES,FBW7 activator,MITF primary,GPR151 ag,TEAD-YAP block
CCn1c2ccccc2c2cc(NC(=O)COC(=O)C3CCC(=O)N3)ccc21 (stereo unspecified),0.0,14,0.1,5
COc1ccc(C(=O)N/C(=C\c2ccc(Cl)cc2)C(=O)NCc2ccncc2)cc1,-0.1,-15,-0.2,11
Cc1ccc(-n2c(=S)sc3c(=O)n(-c4ccccc4)c(=S)[nH]c32)cc1C,0.0,3,-0.3,-7

(further entries)
Order of values: FBW7 activator	MITF primary	GPR151 ag	TEAD-YAP block
> COc1ccc(NC(=O)Oc2cccc3c2OC(C)(C)C3)cc1OC
    0.0	14	-0.1	-5
> NC(=O)c1c(NC(=S)NC(=O)c2ccc3c(c2)OCO3)sc2c1CCC2
    0.3	7	1.7	-18
> CN(C)c1nc(Nc2ccc(F)cc2)c2cnn(C)c2n1
    -0.2	2	2.2	-3
> CCCNC(=O)CCn1c(-c2ccc(C)cc2)cc(C(=O)OCC)c1C
    -0.2	2	1.5	-5
> CS(=O)(=O)N(CC(=O)Nc1ccc(CC#N)cc1)c1cc(C(F)(F)F)ccc1Cl
    0.1	6	-0.9	-4
> O=C1CCC(=O)N1CN1CCCCCC1
    0.0	7	-1.0	9
> O=C1/C(=C/c2ccc(Br)o2)Sc2ccccc21
    0.7	13	-0.9	4
> C=CCNc1nc(-c2cccc(NC(=O)c3ccccc3)c2)cs1
    -0.1	2	-0.7	-2
> Cc1ccc(S(=O)(=O)NC(C)Cn2nc(C)cc2C)cc1 (stereo unspecified)
    -0.1	-4	-0.2	-2
> Cc1cc2c(cc1C)N(C(=O)CSc1nncn1C)C(C)(C)c1ssc(=S)c1-2
    -0.3	12	-0.5	-8
> COc1ccc(NC(=O)C(=O)NCC(=O)Nc2cccc(C(F)(F)F)c2)cc1
    0.5	6	-1.1	5
> O=C(CCc1nc2ccccc2c(=O)[nH]1)N[C@@H](Cc1c[nH]c2ccccc12)C(=O)O
    -0.1	3	1.3	-2
> Cc1cccc(N(C)S(=O)(=O)c2ccc3[nH]cc(C(=O)NCCN(C)C)c(=O)c3c2)c1
    0.1	4	0.5	-4
> COc1cccc(C(=O)NNC(=O)c2ccc(O)cc2)c1
    -0.2	-10	-5.8	1
> Cc1ccc(S(=O)(=O)N2CCN(C(=O)c3ccc([N+](=O)[O-])cc3)C2)cc1
    -0.1	-2	0.1	-4
> Cc1cc(-c2ccc(S(=O)(=O)N(C)Cc3ccccc3)cc2)on1
    0.0	13	-0.8	0
> CCOC(=O)C1=c2s/c(=C/c3ccncc3)c(=O)n2C(N)=C(C#N)C1c1ccncc1 (stereo unspecified)
    0.2	-11	0.1	-4
> CCN(CC)C(=O)CCc1nc(-c2cccc(OC)c2)no1
    0.1	-1	-1.5	-38
> Cc1ccc(NC(=O)NCCNc2cc(N3CCCC3)nc(C)n2)c(Cl)c1
    0.4	7	-0.5	16
> COc1cc(C=Nc2ccc(C(C)=O)cc2)ccc1OC(C)=O
    -0.1	17	1.5	-18
> CCSc1nnc(-c2ccccc2NC(=O)CC)c(=O)[nH]1
    0.0	1	2.4	-4
> NC(=O)CSc1nnc(-c2ccccc2)n1-c1ccc(F)cc1
    -0.2	2	-0.4	8
> CCCCCOC(=O)CSC1Nc2sc3c(c2C(=O)N1Cc1ccccc1)CCC(C(C)(C)C)C3 (stereo unspecified)
    -0.2	-2	-0.2	-4
> COc1ccc(-c2noc(CC(=O)N3CCc4ccccc4C3)n2)cc1
    0.2	1	3.6	-8
> COc1ccc(C(=O)c2ccccc2Cl)cc1OC
    0.1	-10	-1.1	-12
> CCOC(=O)C1OC(c2ccccc2)OC1C(=O)OCC (stereo unspecified)
    0.0	11	0.7	0
> CC12CCC(c3nnc(SCC(=O)NCc4ccco4)nc31)C2(C)C (stereo unspecified)
    0.3	11	-0.3	10
> O=C(NC1CCCCC1)c1coc(=O)c2ccccc12
    -0.1	-10	1.9	-3
> CCn1c(=O)[nH]c(=O)c2c(N)c(C(=O)c3cc(F)ccc3F)sc21
    0.0	10	0.0	-9

Grouped by structure, those above containing fluorine.
Order of values: FBW7 activator	MITF primary	GPR151 ag	TEAD-YAP block
> COc1ccc(C(=O)Nc2cc(C(=O)Nc3ccc(OC(F)(F)F)cc3)ccc2N2CC3CC(C2)c2cccc(=O)n2C3)cc1 (stereo unspecified)
    0.1	-1	-0.1	5
> CCN(CC)C(=O)[C@@H]1C[C@H](NCc2cccc(C(F)(F)F)c2)CN1Cc1ccncc1
    0.2	4	-0.4	0
> CCC(C)C(NS(=O)(=O)c1cccc(C(F)(F)F)c1)C(N)=O (stereo unspecified)
    0.4	6	1.3	2
> CS(=O)(=O)c1ccc(NCCCN2CCOCC2)c(F)c1
    0.1	-1	-0.8	1
> CCOC(=O)c1c(NC(=O)c2cc3n(n2)C(C(F)(F)F)CC(c2ccco2)N3)sc2c1CCCCC2 (stereo unspecified)
    0.0	-5	0.9	-4
> CCOc1cccc(C2CC(c3ccc4c(c3)OCO4)=NC(c3ccc(C(F)(F)F)cc3)N2)c1O (stereo unspecified)
    -0.5	-23	0.1	-77
> CN(C)c1nc(Nc2ccc(F)cc2)c2cnn(C)c2n1
    -0.2	2	2.2	-3
> CS(=O)(=O)N(CC(=O)Nc1ccc(CC#N)cc1)c1cc(C(F)(F)F)ccc1Cl
    0.1	6	-0.9	-4
> COc1ccc(NC(=O)C(=O)NCC(=O)Nc2cccc(C(F)(F)F)c2)cc1
    0.5	6	-1.1	5
> NC(=O)CSc1nnc(-c2ccccc2)n1-c1ccc(F)cc1
    -0.2	2	-0.4	8
> CCn1c(=O)[nH]c(=O)c2c(N)c(C(=O)c3cc(F)ccc3F)sc21
    0.0	10	0.0	-9

Screening data as filed in PubChem BioAssay.
